From PubChem BioAssay
RXFP1 antag = blocks the human relaxin receptor RXFP1; Q9HBX9; HEK293-RXFP1, relaxin-stimulated cAMP HTRF, 30 min; stronger effect = lower value; activity change, negative = inhibition, % at 57.5 µM; 350,000 compounds, 0.59% hits; AID 1259400;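 active = activity change of -60% or lower, but not beyond a set lower limit; inconclusive = change between -60% and -40%, or beyond the set limit; inactive = change above -40%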
Target sequence (Q9HBX9 whole entry, looked up): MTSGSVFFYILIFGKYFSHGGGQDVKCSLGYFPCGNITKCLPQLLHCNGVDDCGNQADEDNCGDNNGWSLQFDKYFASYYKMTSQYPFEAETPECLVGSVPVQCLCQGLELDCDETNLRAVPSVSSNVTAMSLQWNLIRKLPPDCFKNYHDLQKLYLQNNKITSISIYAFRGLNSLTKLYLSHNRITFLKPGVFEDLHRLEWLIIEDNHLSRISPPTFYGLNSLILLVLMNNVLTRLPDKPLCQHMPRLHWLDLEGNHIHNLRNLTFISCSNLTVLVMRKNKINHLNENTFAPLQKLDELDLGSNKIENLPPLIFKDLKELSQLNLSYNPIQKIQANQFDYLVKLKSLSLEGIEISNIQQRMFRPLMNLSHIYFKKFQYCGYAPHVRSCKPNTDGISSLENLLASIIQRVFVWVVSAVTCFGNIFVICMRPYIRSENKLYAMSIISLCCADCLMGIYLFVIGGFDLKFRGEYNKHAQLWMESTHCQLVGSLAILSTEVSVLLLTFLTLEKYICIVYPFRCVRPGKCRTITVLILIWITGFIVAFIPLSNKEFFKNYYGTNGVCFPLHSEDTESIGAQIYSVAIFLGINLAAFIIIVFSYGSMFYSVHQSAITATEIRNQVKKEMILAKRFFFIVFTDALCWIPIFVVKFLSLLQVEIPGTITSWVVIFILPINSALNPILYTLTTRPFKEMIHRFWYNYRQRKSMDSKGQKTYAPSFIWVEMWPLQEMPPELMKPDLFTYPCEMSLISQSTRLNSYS
Numbers without * were called inactive; u = inconclusive. % is scaled to controls: 0 for no effect and ±100 for the full control effect. Only part of the results is shown (hit frequency here may not be typical).

SMILES | RXFP1 antag
CNCc1cc(C)n(-c2cc(S(=O)(=O)N3CCOCC3)ccc2N2CCCC2)c1C | 9
Cc1ccc(-c2cc(-c3ccccc3)nc(N/N=C/c3cccnc3)n2)cc1 | -9
Cc1ccc2nc(CSc3nnc(-c4ccco4)n3-c3ccccc3)cc(=O)n2c1 | -10
CN(C)CCCn1c(=O)n(C2CCCCC2)c(=O)c2c3c(sc21)CCCCC3 | -22
N#CC1=CC2CN(Cc3ccccc3)C1C1C(=O)N(c3ccccc3)C(=O)C21 (configuration not stated) | -4
COCn1cnc(-c2ccccc2)c1-c1ccccc1 | -20
CC(C)Cc1ccc(C(C)CC2=CCC(CN(C)C)C2=O)cc1 (configuration not stated) | -83*
CC(=O)Nc1ccc(S(=O)(=O)NCCc2ccc3c(c2)OCCO3)cc1 | -2
CN(C)S(=O)(=O)c1ccc(C(=O)OCC(=O)NC(=O)NC2CCCC2)cc1 | 3
COc1ccc(NC(=O)c2cccc(S(=O)(=O)N3CCc4ccccc43)c2)c(OC)c1 | -6
COc1cc(CCNC2=CC(=O)c3ncccc3C2=O)ccc1O | 0
Oc1ccc2ccccc2c1/C=C/c1ccc2c(Br)cc(Br)c(O)c2n1 | -15
Cc1ccc(C)c(NC(=O)CN2C(=O)C3CC=CCC3C2=O)c1 (configuration not stated) | 3
Cc1nn(C(=O)N2CCOCC2)c(C)c1CN1C(=O)c2ccccc2C1=O | -3
COc1cc(/C=C/C(=O)OCC(=O)Nc2cccc(F)c2)ccc1O | -10
COC(=O)c1cccc(-n2c(C)cc(/C=C3\SC(=O)NC3=O)c2C)c1 | -6
COc1cccc(NC(=O)CN(C)CC(=O)NCC(=O)Nc2ccc(F)cc2)c1 | 0
COc1cccc(C(=O)OCCCOC(=O)c2cccc(OC)c2OC)c1OC | -5
C[C@@H]1CN([C@@H](C)CO)C(=O)CCCn2nncc2CO[C@H]1CN(C)Cc1ccc2c(c1)OCCO2 | -4
CN(CC(=O)Nc1cccc(F)c1)C(=O)/C=C/c1ccc(S(=O)(=O)N2CCCCCC2)cc1 | -3
O=C(NCc1ccccc1)c1ccc(Cl)c(S(=O)(=O)N2CCCC2)c1 | 1
O=C(Nc1ccccc1Sc1ccccc1)c1ccccc1F | -10
COC(=O)[C@H]1C[C@@]2(O)CN(S(=O)(=O)c3ccc(C)cc3)C[C@@]2(OC(=O)Nc2cccs2)C[C@H]1C(=O)OC | 3
COc1ccccc1NS(=O)(=O)c1cc(NC(=O)c2cccnc2)ccc1N1CCCCC1 | 7
c1ccc2c(c1)nc1n2CCC1 | 6

(cont.)
SMILES | RXFP1 antag
Cc1nc(N)nc(N)c1CCCc1ccc(Cl)c(Cl)c1 | -15
O=C(Nc1cccc(S(=O)(=O)N2CCCCC2)c1)c1ccc(Cl)nc1 | -10
O=C(CCc1nc2ccccc2c(=O)[nH]1)NCCN1C(=O)S/C(=C\c2ccc(OC(F)F)cc2)C1=O | 2
COc1cc(C(=O)OCC(=O)NC2CCCCC2)cc(OC)c1OC | -4
C[C@H](CO)N1C[C@H](C)[C@H](CN(C)Cc2ccncc2)Oc2cc(-c3ccccc3F)ccc2S1(=O)=O | -3
N#CCCN(C(=O)COC(=O)CSc1ccc(Cl)cc1)c1ccccc1 | -15
CC1(C)NC(=O)N(CC(=O)Nc2ccc(-c3ccccc3)cc2)C1=O | -1
O=C1C=CC(=O)c2c(O)c(N3CCN(CCO)CC3)c(Cl)c(O)c21 | u
COC(=O)[C@@H]1CC2=CC(=O)CC[C@]2(C)[C@@]23O[C@@H]2C[C@@]2(C)[C@@H](CC[C@@]24CCC(=O)O4)[C@H]13 | 12
CC1CN(c2cc3c(cc2F)c(=O)c(C(=O)O)cn3-c2ccc(F)cc2F)CCN1 (configuration not stated) | 10
CSc1ncccc1C(=O)OCC(=O)Nc1ccc(N2CCOCC2)cc1 | 16
O=C(Nc1ccc(S(=O)(=O)N2CCCC2)cc1)c1ccc([N+](=O)[O-])o1 | 7
NC(=O)CC[C@@H]1NC(=O)[C@H](Cc2ccccc2)NC(=O)[C@H](Cc2ccc(O)cc2)NC(=O)CCSSC[C@@H](C(=O)N2CCC[C@H]2C(=O)N[C@@H](CCCN=C(N)N)C(=O)NCC(N)=O)NC(=O)[C@H](CC(N)=O)NC1=O | 11
COCCN(C(=O)c1cc(CN2C(=O)c3ccccc3C2=O)ccc1OC)c1c(N)n(CC(C)C)c(=O)[nH]c1=O | 6
CC1CCC2(CC1)NC(=O)N(CC(=O)NCc1ccc(Cl)cc1)C2=O (configuration not stated) | -9
CCCCN(C(=O)c1c(-c2ccccc2)noc1C)c1c(N)n(CCC)c(=O)[nH]c1=O | 3
N#CC1(NC(=O)CSc2nnc3n2CCCCC3)CCCCC1 | 0
CS(=O)(=O)Cc1ccc(C(=O)NNC(=O)c2cc(-c3ccccc3)n[nH]2)cc1 | 3
CCN(CC(=O)NCc1cccs1)C(=O)c1ccc(C)o1 | -4
O=[N+]([O-])c1cc2no[n+]([O-])c2cc1N1CCCCC1 | -23
CON=C1C=C(C)C(=O)C(C)=C1C | -16
COCCNC(=O)c1ccc(N2CC3CC(C2)c2cccc(=O)n2C3)c(NC(=O)c2ccccc2Cl)c1 (configuration not stated) | -11
O=C(CSc1nnc2ccccn12)Nc1ccc(N2CCOCC2)cc1 | 0
Nc1cc(C(=O)OCC(=O)NNC(=O)c2ccccc2F)ccc1Cl | 2
COc1ccc(C(CNC(=O)c2ccc(S(=O)(=O)Nc3cccc(C)c3C)cc2)N2CCOCC2)cc1 (configuration not stated) | 3

An excerpt of these results, as comma-separated lines.
canonical_smiles,RXFP1 antag
Cc1nc(N)nc(N)c1CCCc1ccc(Cl)c(Cl)c1,-15
O=C(Nc1cccc(S(=O)(=O)N2CCCCC2)c1)c1ccc(Cl)nc1,-10
O=C(CCc1nc2ccccc2c(=O)[nH]1)NCCN1C(=O)S/C(=C\c2ccc(OC(F)F)cc2)C1=O,2
COc1cc(C(=O)OCC(=O)NC2CCCCC2)cc(OC)c1OC,-4

3 records picked at random from the list so far:
SMILES | RXFP1 antag
N#CC1(NC(=O)CSc2nnc3n2CCCCC3)CCCCC1 | 0
N#CCCN(C(=O)COC(=O)CSc1ccc(Cl)cc1)c1ccccc1 | -15
CSc1ncccc1C(=O)OCC(=O)Nc1ccc(N2CCOCC2)cc1 | 16

3 compounds out of the list, sorted by number of heavy atoms, low to high:
SMILES | RXFP1 antag
N#CCCN(C(=O)COC(=O)CSc1ccc(Cl)cc1)c1ccccc1 | -15
C[C@H](CO)N1C[C@H](C)[C@H](CN(C)Cc2ccncc2)Oc2cc(-c3ccccc3F)ccc2S1(=O)=O | -3
COCCNC(=O)c1ccc(N2CC3CC(C2)c2cccc(=O)n2C3)c(NC(=O)c2ccccc2Cl)c1 (configuration not stated) | -11

(continued)
SMILES | RXFP1 antag
CN(CC(=O)Nc1ccc(F)cc1)C(=O)CN1C(=O)NC2(CCCCC2)C1=O | 2
Cc1cccc(C(=O)NC(C)C2CC3CCC2C3)c1 (configuration not stated) | -18
COc1ccc(OC)c(S(=O)(=O)Nc2ccc3c(c2)OCCO3)c1 | -16
O=C(CN1c2cccc3cccc(c23)S1(=O)=O)NCCc1ccccc1 | -1
COc1ccc(N2CC(C(=O)Nc3nnc(SCC(=O)Nc4ccc(NC(C)=O)cc4)s3)CC2=O)cc1 (configuration not stated) | 2
O[C@H]1C[C@H](c2ccccc2)N(CC2CCCCC2)C[C@@H]1n1cc(-c2ccc(F)cc2)nn1 | 1
O=C(COC(=O)Cc1ccc(Br)cc1)NC1CCCC1 | 2
Cc1ccccc1-c1n[nH]nc1C1=CC(=O)C[C@H](c2ccc(F)cc2)C1 | 5
O=C(COc1ccc(Br)cc1F)NC1CC1 | -8
COc1cc(OC)c2c(c1)O/C(=C\c1ccccc1)C2=O | 0
COc1ccc(S(=O)(=O)N2CCC(C(=O)NCCC(=O)NCCc3cccc(F)c3)CC2)cc1 | -6
Cc1ccc(S(=O)(=O)N2CCN(C(=O)COC(=O)/C=C/c3ccc(OC(F)F)cc3)CC2)cc1 | -14
CCOC(=O)C1(c2ccccc2)CCCNC1=O (configuration not stated) | 16
CCC(=O)N(C)C[C@H]1Oc2cc(Br)ccc2S(=O)(=O)N([C@@H](C)CO)C[C@H]1C | 1
COc1ccc(C(=O)NCC(C)(C)N2CCOCC2)cc1S(=O)(=O)NCc1ccc(Cl)cc1 | -7
COc1ccccc1OCCCCCCN1CCN(C)CC1 | -22
CCCc1c(C(=O)N/N=C/c2ccoc2)nnn1-c1nonc1N | 6
COc1cccc(OC)c1C(=O)NCCc1ccccc1 | 6
Cc1ccc(C(=O)Nc2nc3ccc(Cl)cc3s2)o1 | -25
C[C@@H](CO)NC(=O)c1nc[nH]c1C(=O)N[C@H](C)c1ccccc1 | 15
COc1cc(S(=O)(=O)N2CCN(C(=O)c3cccs3)CC2)ccc1NC(C)=O | -7
CCOC(=O)C1=C(COC(=O)CNS(=O)(=O)c2ccc(NC(C)=O)cc2)NC(=O)NC1C (configuration not stated) | 9
O=C1CSc2ccccc2N1 | -23
O=c1nc2n(CCO)c3ccccc3cc-2c(=O)[nH]1 | 1
O=C1CCCc2cc3c(cc21)CCCC3 | 5

(list continues)
SMILES | RXFP1 antag
COC(=O)C1=C(C)NC(C)=C(C(=O)OCC(C)C)C1c1ccccc1[N+](=O)[O-] (configuration not stated) | -29
NC(CSC1(c2ccc(Cl)cc2)c2ccccc2-c2ccccc21)C(=O)O (configuration not stated) | -38
Cc1noc(C)c1C(=O)OC(C)C(=O)c1c[nH]c2ccccc12 (configuration not stated) | -4
O=C1NC(=O)N(C2CCCCC2)CC1Br (configuration not stated) | 10
COc1ccc(C(=Cc2ccccc2)C(=O)O)cc1 | u
Cc1ccc(S(=O)(=O)Nc2ccc(S(=O)(=O)Nc3nccs3)cc2)cc1C | -12
COc1ccccc1N1CCN(CCCN2CC(=O)N3CCCCC3C2=O)CC1 (configuration not stated) | -3
O=C(Nc1ccccc1-c1nnn(CC(=O)N2CCCc3ccccc32)n1)c1cccc(Cl)c1 | -12
CN(CC(=O)Nc1ccccc1Cl)C(=O)COC(=O)c1ccc([N+](=O)[O-])s1 | 5
O=[N+]([O-])c1ccc2nc(NN=Cc3ccc(O)cc3)sc2c1 | -26
COc1ccc(NC(=O)CSc2nc3ccsc3c(=O)n2CCC(=O)O)cc1 | 1
Cc1ccc(S(=O)(=O)NCC(=O)OCC(=O)c2ccc(Cl)s2)cc1 | -29
NC(=O)C1CCN(c2oc(-c3cccs3)nc2S(=O)(=O)c2ccc(Cl)cc2)CC1 | 0
CC(C)(C)c1ccc(C(=O)N2CCN(C(=O)c3cccs3)CC2)cc1 | -17
CSc1nc2[nH]c(=O)[nH]c2c(=O)[nH]1 | 0
C[C@]12CCC(=O)C=C1[C@@H]1C[C@@H]1[C@H]1[C@@H]3[C@@H]4C[C@@H]4[C@@]4(CCC(=O)O4)[C@@]3(C)CC[C@@H]12 | -25
CC(=NNC(=S)SCc1ccccc1)c1ccccn1 | -20
COc1ccc(/C=C/C(=O)OCC(=O)Nc2cccc(S(=O)(=O)NC3=NCCCCC3)c2)cc1 | -13
Cc1c(C(=O)OC(C)C(=O)N(C)Cc2ccccc2)oc2ccccc12 (configuration not stated) | -16
COc1ccc(-n2cc([N+](=O)[O-])c(=O)c3ccc(Cl)cc32)cc1 | -6
CCCC1NC(=O)c2cccnc2-n2c1nc1ccc(Cl)cc1c2=O (configuration not stated) | 7
CCCNS(=O)(=O)c1cc2c(cc1Br)CCN2C(=O)CC | 4
CC1(c2cccc(N)c2)OCCO1 | 6
C#CCN(C[C@@H]1[C@@H](OC(=O)NC2CCCC2)[C@@H](OC(=O)NC2CCCC2)CN(C(=O)OC(C)C)N1C(=O)OC(C)C)S(=O)(=O)c1ccc(C)cc1 | 12
O=C(NCCCN1CCCC1=O)C(=O)NCC1OCCN1S(=O)(=O)c1cc(F)ccc1F (configuration not stated) | -1
C=CCN1C(=O)C(=O)N(CC(=O)NCC(=O)Nc2ccc(F)c(F)c2F)C1=O | 2
CCN(CC)C(=O)C1=C(C)N(Cc2ccc(OC)cc2)C(=O)C(CC(=O)NC2CC2)C1 (configuration not stated) | 4
Cc1ccccc1Cn1c(=O)c2c(nc3n2CCCN3Cc2ccccc2)n(C)c1=O | -6
CCOc1ccc(S(=O)(=O)N2CCN(C(=O)c3oc4ccccc4c3C)CC2)cc1 | -2

Part of the list above, with values ahead of the structure:
RXFP1 antag	mol
-12	Cc1ccc(S(=O)(=O)Nc2ccc(S(=O)(=O)Nc3nccs3)cc2)cc1C
-3	COc1ccccc1N1CCN(CCCN2CC(=O)N3CCCCC3C2=O)CC1 (configuration not stated)
